Glioma ERSR ind: induces the endoplasmic reticulum stress response in human glioma cells | hit rate 0.02% among 420,000 | Potency, µM, for the others: at the top dose activation, usual class: activators | U87-MG GRP78 promoter luciferase reporter, 16 h | AID 602332; active means well fitted activation curve with a large enough effect; further: series mostly up to about 76 µM; % of control where 0% means no effect; nearly all actives have a fitted effect of over 35% in size
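ERSR induction read as luciferase luminescence (Bright-Glo, 10 min at room temperature) in stably transfected human U87-MG glioma cells exposed to compounds for 16 h, using GRP78 as sensor.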
Numbers without * were called inactive; & = joins results of further samples. Potency means the concentration at half of the fitted maximal effect. A portion of the library, so the mix of outcomes need not match the whole.

The first two entries, ahead of the listing:
SMILES	Glioma ERSR ind
OC(CN1CCC(Cc2ccc(F)cc2)CC1)c1ccc(Cl)cc1 (stereo not drawn)	-5%&-6%
CCN1C(=O)[C@H]2[C@H]3[C@H](O)[C@H](O)C/C(=N/OC)[C@@H]3CC[C@@H]2C1=O	-6%

This part in full (from the top)
SMILES	Glioma ERSR ind
OC(CN1CCC(Cc2ccc(F)cc2)CC1)c1ccc(Cl)cc1 (stereo not drawn)	-5%&-6%
CCN1C(=O)[C@H]2[C@H]3[C@H](O)[C@H](O)C/C(=N/OC)[C@@H]3CC[C@@H]2C1=O	-6%
O=C(Nc1cccc(F)c1)N1CCC2(CC1)CCN(C(=O)c1cc(C(F)(F)F)cc(C(F)(F)F)c1)CC2	-1%
C[C@H](O/N=C1/[C@H]2O[C@@H]2[C@@H](O)[C@H]2[C@H]1CCn1c(=O)n(-c3ccccc3)c(=O)n12)c1cn([C@H]2COC[C@H]2O)nn1	-4%
CC(C)C[C@H](NC(=O)[C@H](CC(C)C)NC(=O)[C@H](Cc1ccccc1)NC(=O)[C@@H](N)CO)C(=O)N[C@@H](CCCNC(=N)N)C(=O)N[C@@H](CC(N)=O)C(=O)N1CCC[C@H]1C(=O)N[C@@H](CC(N)=O)C(=O)N[C@@H](CC(=O)O)C(=O)N[C@@H](CCCCN)C(=O)N[C@@H](Cc1ccc(O)cc1)C(=O)N[C@@H](CCC(=O)O)C(=O)N1CCC[C@H]1C(=O)N[C@@H](Cc1ccccc1)C(=O)O	2%
CCCCN1CCC(n2c(=O)[nH]c3ccccc32)CC1	-3%
COc1ccc2[nH]cc(CCNc3cc(-c4ccoc4)ncn3)c2c1	-2%
CC(=O)OCC(=O)[C@]1(O)C(OC(C)=O)CC2C3CCC4=CC(=O)C=C[C@@]4(C)[C@]3(F)C(O)C[C@]21C (stereo partly drawn)	-5%
COC(=O)/C=C/C(C)=C/C=C/C(C)=C/C=C/C=C(C)/C=C/C=C(C)/C=C/C(=O)O	-3%
COc1cc(C)c(CN2CCC3(CCC(CNC(=O)c4ccnn4C)O3)CC2)cc1C (stereo not drawn)	-4%
COc1ccc2c(c1)CCC1[C@@H]2CCC2(C)[C@@H](NCCCCCCN3C(=O)C=CC3=O)CC[C@@H]12 (stereo partly drawn)	0%
C[C@H]1O[C@@H](n2cc(F)c(=O)[nH]c2=O)[C@H](O)[C@H]1O	-4%
CCCN1CCN(C(=O)c2cnn(-c3ncc4c(n3)-c3ccccc3CCC4)c2COC)CC1	-5%
Cc1cnc(CNc2ncncc2-c2ccccc2C(F)(F)F)cn1	0%
NCCc1cnc(-c2cccc(C(F)(F)F)c2)[nH]1	-6%
COCC(=O)Nc1cc(Sc2ccccc2)ccc1N=C(NC(=O)OC)NC(=O)OC	0%
CC(CC(O)C1OC1(C)C)C1CCC2(C)C3=CCC4C(C)(C)C(=O)CCC4(C)C3CC[C@@]12C (stereo partly drawn)	-6%
COc1ccc2oc(-c3ccccc3)c(OC)c(=O)c2c1	-2%
COc1cccc(C2(CC(=O)N3CCN(c4nonc4C)CC3)CC(=O)N(C3CCCC3)C2=O)c1 (stereo not drawn)	0%
CN1CCN(c2ncc3ncc(=O)n(-c4ccccc4)c3n2)CC1	-4%
C/C(CCC(=O)OC[C@@H]1O[C@H](C#Cc2ccccc2)C=C[C@@H]1Oc1ccc(C)cc1)=N/O[C@@H](C)CN1CCCc2nc(C)c(C)cc21	-6%
COc1ccc(/C=C/C(=O)CC(=O)/C=C/c2cccc(O)c2OC)cc1O	-10%&-12%
Cn1c(=O)c(-c2ccc(F)cc2)nc2cnc(Oc3ccccc3)nc21	0%
COc1cccc(-c2nccc(NCc3cccnc3)n2)c1	3%
O=c1c(-c2ccccc2)nc2cnc(N3CCNCC3)nc2n1C1CC1	-1%

Later entries:
SMILES	Glioma ERSR ind
COc1ccc(NC(=O)N2CC3(CCN(C(=O)c4cc(C(F)(F)F)cc(C(F)(F)F)c4)CC3)C2)cc1	-4%
O=C(NC[C@@H](O)CO)c1c(I)c(C(=O)NC[C@@H](O)CO)c(I)c(N(CCO)C(=O)CO)c1I	-7%
COC(=O)c1cc(CNC(=O)c2cccc(F)c2)cc(NC(=O)c2ccccc2OC)c1	-1%
CCCn1c(=O)[nH]c2nc(-c3ccc(S(=O)(=O)O)cc3)[nH]c2c1=O	0%&-2%
Cc1ncc2c(c1CNC(=O)c1ccccc1F)CCN(C(=O)c1[nH]c3ccc(Cl)cc3c1C)C2	-4%
Cc1ccc2nc(-c3ccccc3C)c(CN(CC3CCCO3)C(=O)c3cccs3)cc2c1 (stereo not drawn)	-3%
CO/N=C(/C(=O)N[C@@H]1C(=O)N2C(C(=O)O)=C(CSc3nnnn3C)CS[C@H]12)c1csc(N)n1	-5%
NC(=O)CCCCn1ccc(NC(N)=NCC(F)(F)F)n1	0%&-3%
COc1ccccc1C1CN(CCNC(=O)c2cscn2)Cc2ccccc2O1 (stereo not drawn)	1%
CC(=O)OC[C@@H]1O[C@@H](O/N=C2/C[C@@H](O)[C@@H](O)[C@@H]3[C@@H]4C(=O)N(c5cccc(Oc6ccccc6)c5)C(=O)[C@H]4CC[C@@H]23)[C@H](OC(C)=O)[C@H](OC(C)=O)[C@@H]1OC(C)=O	-5%
COC(=O)NC(/C(C(=O)OC)=C(\C)NCc1ccccc1)c1ccc(Cl)cc1 (stereo not drawn)	-2%
CN(CCOc1ccc(C[C@H](Nc2ccccc2C(=O)c2ccccc2)C(=O)O)cc1)c1ccccn1	-5%
O=C(c1csnn1)N1CCC2(CCN(Cc3ccccc3)CC2)CC1	-5%
Cc1noc(C)c1C(=O)N1CCC2(CCCN(Cc3ccc(C#N)cc3)C2)CC1	-2%
c1cncc(-c2nccc(-n3ccnc3)n2)c1	-2%
COc1ccc(OC2C(O)COC2/C=C/C#Cc2ccc(F)cc2F)cc1 (stereo not drawn)	-3%&-3%
COCCNc1cc(-c2ccccc2C)ncn1	1%
CN[C@@H]1[C@H](O[C@H]2[C@H](O[C@H]3[C@H](O)[C@@H](O)[C@H](N=C(N)N)[C@@H](O)[C@@H]3N=C(N)N)O[C@@H](C)[C@]2(O)C=O)O[C@@H](CO)[C@H](O)[C@H]1O	-5%
CC[C@H](C)[C@H](NC(=O)[C@H](CC(C)C)NC(=O)[C@H](CO)NC(=O)[C@H](CCC(=O)O)NC(=O)[C@H](CC(C)C)NC(=O)[C@H](Cc1ccc(O)cc1)NC(=O)[C@H](CCCCN)NC(=O)[C@H](CCCCN)NC(=O)[C@H](C)NC(=O)[C@H](CO)NC(=O)[C@H](CC(C)C)NC(=O)[C@H](CCC(N)=O)NC(=O)CNC(=O)[C@H](CC(C)C)NC(=O)[C@H](CC(C)C)NC(=O)[C@H](CCCNC(=N)N)NC(=O)[C@H](CO)NC(=O)[C@H](Cc1ccccc1)NC(=O)[C@H](CC(=O)O)NC(=O)[C@H](CO)NC(=O)[C@@H](NC(=O)[C@H](Cc1ccccc1)NC(=O)[C@@H](NC(=O)CNC(=O)[C@H](CC(=O)O)NC(=O)[C@H](C)NC(=O)[C@@H](N)Cc1cnc[nH]1)C(C)C)[C@@H](C)O)C(N)=O	1%
COC(=O)NC(c1cccc(C)c1)[C@]1(C(C)=O)CCOC1=O (stereo partly drawn)	7%
O=C(c1ccncc1)N1CCC2(CCCN(c3ccccc3)C2)CC1	-3%
COc1cc(C[C@H]2NCCc3cc(O)c(O)cc32)cc(OC)c1OC	-3%
O=C(c1cccc(F)c1)N1CCC2(CCCN(c3ccccn3)C2)CC1	1%
C[C@@H](Cc1ccccc1)Nc1ncnc2c1ncn2[C@@H]1O[C@H](CO)[C@@H](O)[C@H]1O	-1%
O=S(=O)(c1cccc2c(Cl)cccc12)N1CCCNCC1	-3%&-8%&-5%&-5%

Next section:
SMILES	Glioma ERSR ind
CCC1C(=O)NCCN1Cc1ccc2c(c1)CN(Cc1cc(OC)ccc1OC)CCO2 (stereo not drawn)	-4%
O=C(CCN1Cc2ccccc2OC(c2ccccc2F)C1)N1CCC(N2CCCC(O)C2)CC1 (stereo not drawn)	-1%
O=c1cnc2cnc(N3CCNCC3)nc2n1CCc1ccccc1	-3%
CC(C)(C)c1ccc(OC2C=CC(C#Cc3ccccc3)OC2CO)cc1 (stereo not drawn)	-3%
COc1ccc(C2/C=C\CC(NC(=O)OCC3c4ccccc4-c4ccccc43)CC(=O)N2Cc2cccc(F)c2)cc1 (stereo not drawn)	-5%
O=c1c(-c2ccc(F)cc2)nc2cnc(N3CCOCC3)nc2n1C[C@H]1CCCO1	-1%
COC(=O)N1CCC[C@@]2(CCN(C(=O)Nc3ccccc3)C2)C1	-2%
Cc1nn(-c2ccccc2)c(C)c1CC(=O)NCC1Cc2cc(-c3cncnc3)ccc2O1 (stereo not drawn)	-3%
CC(=O)OC1CC2C(C)(C)C(=O)CC[C@]2(C)C2CC[C@]3(C)C(=CC(=O)OC3c3ccoc3)[C@]12C (stereo partly drawn)	-5%
NC(N)=NCC1COc2ccccc2O1 (stereo not drawn)	-2%
CC(=O)c1c(O)c(C)c(O)c2c1OC1=CC(=O)C(C(C)=O)C(=O)C12C (stereo not drawn)	0%
CN(C)c1nc2cc(Cl)ccc2cc1CN(Cc1ccc2c(c1)OCO2)C(=O)c1ccoc1	-3%
O=C(c1cccc(F)c1)N1CCC[C@@]2(CCN(Cc3ccncc3)C2)C1	-2%
COc1ccccc1C1CN(Cc2cccc3nccnc23)Cc2ccccc2O1 (stereo not drawn)	-2%
O=C(NCCc1ccccc1)c1cccc(Br)n1	3%
C[C@](N)(C(=O)O)c1ccc(-c2nn[nH]n2)cc1	0%
COc1ccccc1CCn1c(=O)c(-c2cccs2)nc2cncnc21	-2%
CC(=O)N1CCC[C@H]1C(=O)NCC1Cc2cc(-c3cccc(OC(F)(F)F)c3)ccc2O1 (stereo partly drawn)	-2%
Cc1cnc(CNc2cc(-c3ccccc3C(F)(F)F)ncn2)cn1	-1%
CCC(=O)N[C@@H]1CCc2cccc(OC)c2C1	0%
CNc1nc(-c2cccc(NS(C)(=O)=O)c2)nc2ccccc12	0%
O=C1CCCC=C1[C@H](O)c1ccc([N+](=O)[O-])cc1	-3%
COc1ccc(-n2c(=O)c(-c3ccc(Cl)cc3)nc3cncnc32)cc1	-5%
CC(=O)NCCNc1cc(-c2ccccc2CN(C)C)ncn1	10%
O=C(c1cnccn1)N1CCC2(CC1)CN(c1ccccn1)C2	-5%

Three entries from above, sorted by the value under Glioma ERSR ind, ascending:
| canonical_smiles | Glioma ERSR ind |
| --- | --- |
| CC(=O)OC1CC2C(C)(C)C(=O)CC[C@]2(C)C2CC[C@]3(C)C(=CC(=O)OC3c3ccoc3)[C@]12C (stereo partly drawn) | -5% |
| COc1ccccc1C1CN(Cc2cccc3nccnc23)Cc2ccccc2O1 (stereo not drawn) | -2% |
| C[C@](N)(C(=O)O)c1ccc(-c2nn[nH]n2)cc1 | 0% |

(next part)
SMILES	Glioma ERSR ind
COC(=O)[C@]12CCC(C)(C)C[C@@H]1[C@@H]1C(=O)C=C3[C@@]4(C)C=C(C#N)C(=O)C(C)(C)[C@@H]4CC[C@@]3(C)[C@]1(C)CC2	-11%
CN(N=O)C(=O)N[C@H]1C(O)OC(CO)[C@@H](O)[C@H]1O (stereo partly drawn)	-2%
O=S(=O)(O)OCC1OC(COS(=O)(=O)O)(C2(OS(=O)(=O)O)OC(CO)C(OS(=O)(=O)O)C(OS(=O)(=O)O)C2OS(=O)(=O)O)C(OS(=O)(=O)O)C1OS(=O)(=O)O (stereo not drawn)	-2%
CC(C)(C)c1ccc(/C=C/C(=O)Nc2ccc3c(c2)OCCO3)cc1	-2%
O=C(Nc1ccccc1)N1CCC2(CCNCC2)CC1	-2%
COc1ccccc1-c1ccnc(-n2ncc(C(=O)N(C)C(C)c3nc(C)cs3)c2C2CC2)n1 (stereo not drawn)	4%
CN(Cc1ccco1)c1nc(-c2ccccc2C(F)(F)F)nc2ccccc12	-4%
COc1ccc(C(=O)N2CCC3(CC2)CN(C(=O)NC(C)C)C3)cc1	-3%
CO[C@H]1COC(=O)[C@H]2CCCN2C(=O)C/C=C\[C@@H](C)[C@H](OC)COC(=O)[C@@H](OCc2ccccc2)/C=C\[C@@H]1C	-3%
C[C@@]1(O)CCOC(=O)C1	-3%
CCN(CC)CCSC(=O)C(c1ccccc1)c1ccccc1	-5%&-6%
COc1ccccc1CN1CCCC2(CCN(C(=O)c3csnn3)CC2)C1	-3%
CC(C)C[C@@H](NC(=O)[C@H](Cc1ccccc1)NC(=O)c1cnccn1)B(O)O	-5%
C/C(CCN1CCc2nc(-c3ccccc3)c(-c3ccccc3)cc2C1)=N\OC[C@@H](O)[C@@H]1O[C@@H]2OC(C)(C)O[C@@H]2[C@H]1O	-2%
CC(=O)N1CCC2(CC1)CN(c1ccncc1)C2	-2%
COc1ccc2[nH]cc(CCNc3nc(-c4c(C)noc4C)nc4ccccc34)c2c1	3%
N#Cc1ccc(CN2CC3(CCN(C(=O)c4csnn4)CC3)C2)cc1	-4%

Another view of some results above.
compound | Glioma ERSR ind
COc1ccccc1-c1ccnc(-n2ncc(C(=O)N(C)C(C)c3nc(C)cs3)c2C2CC2)n1 (stereo not drawn) | 4%
O=C(Nc1ccccc1)N1CCC2(CCNCC2)CC1 | -2%
O=S(=O)(O)OCC1OC(COS(=O)(=O)O)(C2(OS(=O)(=O)O)OC(CO)C(OS(=O)(=O)O)C(OS(=O)(=O)O)C2OS(=O)(=O)O)C(OS(=O)(=O)O)C1OS(=O)(=O)O (stereo not drawn) | -2%

Source: PubChem BioAssay
